yeast sgs1 mgt1: NCI yeast anticancer drug screen, S. cerevisiae sgs1 mgt1 strain; actives 10% (n = 78,000); % growth inhibition at 50 µM;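 note: 0% = growth of vehicle-only cultures of the same strain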
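Compounds are added to genetically altered yeast, and growth is compared with cultures given vehicle alone to give percent inhibition.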
yeast cln2 rad14: NCI yeast anticancer drug screen, S. cerevisiae cln2 rad14 strain; growth inhibition, % at 50 µM; actives 8.3% (n = 78,000);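 note: 0% = growth of vehicle-only cultures of the same strain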
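Readout is yeast growth inhibition versus vehicle-treated controls, using a strain with cln2 and rad14 alterations exposed to compound.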
mec2-1: NCI yeast anticancer drug screen, S. cerevisiae mec2-1 strain | % growth inhibition at 50 µM | actives 9% (n = 79,000) | AID 157, 2004;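 note: 0% = growth of vehicle-only cultures of the same strain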
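Strain: mec2-1 (DNA repair/cell cycle alteration). Compound exposure, then growth measured; inhibition expressed relative to vehicle.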
yeast bub3: NCI yeast anticancer drug screen, S. cerevisiae bub3 mutant strain | actives 9.9% (n = 78,000) | growth inhibition, % at 50 µM;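 note: 0% = growth of vehicle-only cultures of the same strain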
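Mutant yeast screening strain plus compound; vehicle-treated cultures serve as the 0% inhibition reference.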
mlh1 rad18: NCI yeast anticancer drug screen, S. cerevisiae mlh1 rad18 strain | growth inhibition, % at 50 µM | AID 175, 2004 | actives 11% (n = 79,000);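 note: 0% = growth of vehicle-only cultures of the same strain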
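Read-out is yeast growth inhibition, calculated against vehicle-only controls. The compound was applied to a strain engineered with DNA damage repair alterations.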
yeast rad50: NCI yeast anticancer drug screen, S. cerevisiae rad50 strain. growth inhibition, % at 50 µM. actives 10% (n = 79,000);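 note: 0% = growth of vehicle-only cultures of the same strain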
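Yeast carrying a defined DNA repair defect were exposed to test compounds, and growth was compared with vehicle-treated controls to give percent inhibition.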
The depositor's hits bear a star; . = no result given; & = joins results of further samples. Cut-off read from the data, not from the text of the source: active = growth inhibition above about 70%; inactive = the rest.

Values in the order – yeast sgs1 mgt1	yeast cln2 rad14	mec2-1	yeast bub3	mlh1 rad18	yeast rad50
CCCCCCCCCCSc1ccc2ccccc2c1
→ 1	-17	13	-4	-20	24
OCCSc1ccc2ccccc2c1
→ -5	-41	4	-8	5	11
CN(C=C(C#N)C#N)c1ccccc1
→ 0	-4	-5	9	16	9
O=C(O)CCCOc1cc(-c2ccccc2F)nc2cc3c(cc12)OCO3
→ 71*	71*	81*	78*	54	77*
CC1=C(CCCO)/C(=N\O)CCC1
→ -3	-30	-2	18	-28	4
CC1CCC2(CCCO2)O1 (centres undefined)
→ 1	-10	4	4	-1	5
CCCCCCCC(=O)CCCCCCC
→ -10	-38	-8	8	10	1
CC(C)N(C(=O)C12C3C4C5C3C1(C(=O)N(C(C)C)C(C)C)C5(C#N)C42)C(C)C (centres undefined)
→ 6	14	4	13	4	23
O=[N+]([O-])c1cccc(Cl)c1C(Nc1nncs1)Nc1nncs1
→ 74*	27	28	34	68	55
O=C(Cc1ccccc1)Nc1ccc(Br)cc1
→ 16	-16	16	14	9	6
CS(=O)(=O)Nc1ccc(C(=O)CCN2CCCCCC2)cc1
→ -29	-7	9	-28	-23	-4
Cn1cnc(CCc2ccccc2)n1
→ -24	-19	-3	-24	-11	-9
C[N+]1(C)C2CCC1CC(OC(=O)C(O)c1ccccc1)C2 (centres undefined)
→ -5	-5	-54	-14	-5	-7
CCOC(=O)C1=C(Nc2ccc(Br)cc2)OC/C1=N\NC(=O)c1ccccc1O
→ 72*	26	54	67	67	51
O=C(Cl)C(=O)c1c[nH]c2ccccc12
→ -3	2	-2	-34	-12	6

Whole records from above.
`CC1=C(CCCO)/C(=N\O)CCC1` in the list: yeast sgs1 mgt1 = -3; yeast cln2 rad14 = -30; mec2-1 = -2; yeast bub3 = 18; mlh1 rad18 = -28; yeast rad50 = 4
`CN(C=C(C#N)C#N)c1ccccc1` in the list: yeast sgs1 mgt1 = 0; yeast cln2 rad14 = -4; mec2-1 = -5; yeast bub3 = 9; mlh1 rad18 = 16; yeast rad50 = 9

The results go on.
Values in the order – yeast sgs1 mgt1	yeast cln2 rad14	mec2-1	yeast bub3	mlh1 rad18	yeast rad50
CCOC(=O)C(CN)c1ccccc1 (centres undefined)
→ 8	-33	-10	-1	4	-9
O=C(c1ccc2c(c1)OCO2)S(=O)(=O)O
→ 2	7	1	4	1	-9
Cc1ccccc1S(=O)(=O)Nn1cnc2ccc(S(=O)(=O)Nc3ccc(Cl)cc3)cc2c1=O
→ 41	7	0	24	30	40
O=C(c1ccccc1)c1cccs1
→ -13	-46	-2	-14	-18	-19
O=C(NCCCN1CCCCCC1)C(c1ccccc1)C1CCCCC1 (centres undefined)
→ 49	14	-16	15	36	25
N#C/C(c1nc2ccccc2[nH]1)=c1\s/c(=C/c2ccccc2)c(=O)n1-c1ccccc1
→ 4	19	-12	-8	16	18
O=C(Nc1cccc(Cc2cccc(NC(=O)c3ccccc3)c2)c1)c1ccccc1
→ -12	-41	-2	-2	0	6
Clc1cc[c]([Sn]([O][Sn]([c]2ccc(Cl)cc2)([c]2ccc(Cl)cc2)[c]2ccc(Cl)cc2)([c]2ccc(Cl)cc2)[c]2ccc(Cl)cc2)cc1
→ 97*	79*	99*	89*	98*	97*
C=C1CCC(OC(C)=O)C2(C)C(OC(C)=O)CC3OC3(C)C2C(OC(C)=O)C2C(C)C(=O)OC2C1Cl (centres undefined)
→ 2	6	-21	3	5	3
COC(=O)CCC(=O)NC1=C(NCc2ccccc2)C(=O)c2ccccc2C1=O
→ 31	36	13	39	14	27
CC(=O)CCC(CC=O)=C(C)C
→ -3	-26	-9	-10	-8	-12
COc1ccc(C(=O)c2ccc(C(=O)O)cc2)c(OC)c1
→ -15	-49	-18	6	-28	-5
O=C1[C@@H]2[C@@H](c3ccccc3)[C@]2(Cl)C(=O)[C@H]2[C@H](c3ccccc3)[C@@]12Cl
→ 1	9	4	4	33	7
CC(C)CC(=O)Cc1ccccc1
→ 19	-53	15	-2	0	19
Nc1nc(Cl)cc(Oc2ccc(Cl)cc2)n1
→ 23	2	-18	17	-31	10

(more compounds)
Values in the order – yeast sgs1 mgt1	yeast cln2 rad14	mec2-1	yeast bub3	mlh1 rad18	yeast rad50
O=C(c1ccc(Cl)cc1)c1ccc(OCCCOc2ccc(C(=O)c3ccc(Cl)cc3)cc2)cc1
→ -2	38	-16	-15	-2	18
CNC(C(=O)O)c1ccccc1 (centres undefined)
→ -1	-4	-3	13	-1	0
O=[N+]([O-])c1cccn2nc(COCCO)nc12
→ 8	-24	-3	-6	2	0
CCCC(N)C(=O)NC(C(=O)O)C(C)C (centres undefined)
→ 17	86*	52	62	8	38
O=C(O)c1ccco1
→ -26	-8	4	-7	-8	24
CCCCCCCN(CCCCCCC)CC(O)c1cc2c(c3ccccc13)CCCC2 (centres undefined)
→ 24	-18	2	17	28	-8
O=C(COc1ccc(Cl)cc1C(=O)O)NCc1ccc([N+](=O)[O-])cc1
→ 21	-11	8	-10	-25	-9
CC1=CC2N(C=C1)C(c1ccccc1)=NON2c1cc(C)ccn1 (centres undefined)
→ 62	25	33	6	69	25
CC1SC2=NC3=C(c4ccccc4C3=O)C(c3ccc(F)cc3)N2C1=O (centres undefined)
→ 36	32	24	47	23	34
CC(C)(C)c1ccc(O)c(C(c2ccc([N+](=O)[O-])cc2)c2cc(C(C)(C)C)ccc2O)c1
→ 29	83*	89*	84*	80*	84*
Nc1ccc(S(=O)(=O)NCCCCCCNS(=O)(=O)c2ccc(N)cc2)cc1
→ -5	2	5	13	-3	-12
Cc1nc(N)[nH]c(=O)c1-n1nnc2ccccc2c1=O
→ 14	-2	17	1	-4	0
CCCCCCCCCCCCCCCC(=O)OCCOC(=O)CCCCCCCCCCCCCCC
→ 34	20	12	9	28	26
CCOC(=O)N1CCN(Cc2cc(=O)n3cc(C)ccc3n2)CC1
→ 11	16	-16	6	2	-14
O=[N+]([O-])c1ccc2c(ccn2C2OCC(O)C(O)C2O)c1 (centres undefined)
→ 9	-4	14	18	-3	6

(next part)
canonical_smiles | yeast sgs1 mgt1 | yeast cln2 rad14 | mec2-1 | yeast bub3 | mlh1 rad18 | yeast rad50
CCCCCCCCCCCCCCCCCC(=O)OC(C(O)C=O)C(O)C(O)CO (centres undefined) | 22 | 24 | 16 | -6 | 46 | 13
CCNC(=O)CCC(=O)NCC | 2 | -23 | 16 | 0 | -12 | 1
COc1nc(NC2OC(CO)C(O)C(O)C2O)c(Cl)c(=O)[nH]1 (centres undefined) | 24 | 21 | -1 | 15 | 2 | 48
Oc1cc(F)ccc1-c1ccc(F)cc1 | 47 | 60 | 85* | 76* | 85* | 72*
COC(=O)c1ccc(Cn2cnc3ncnc(Cl)c32)cc1 | -1 | -7 | 1 | 14 | 5 | -2
CN(C)CC1(C)CC/C(=C\c2ccc(Cl)cc2)C1=O (centres undefined) | 68 | 52 | 38 | 35 | 71* | 62
c1ccc(CSc2nc3ccccc3nc2-c2cccs2)cc1 | -34 | -2 | -52 | -52 | -30 | -49
CC(O)C(=O)OCCOCCOC(=O)C(C)O (centres undefined) | 11 | -12 | 4 | 12 | 7 | 21
Nc1cccc(NC(=O)c2cccc(N)c2)c1 | 2 | 10 | -5 | 11 | 18 | 10
O=S(=O)(Cl)c1ccc(Cl)cc1 | 7 | 2 | 13 | -17 | -7 | -5
C=C(C)[C@@H]1CC[C@]2(C)CC[C@]3(C)[C@H](CC[C@@H]4[C@@]5(C)CC[C@H](O)C(C)(C)[C@@H]5CC[C@]43C)[C@@H]12 | -11 | -10 | -5 | -6 | -11 | -3
O=C(CNC(=O)C(CO)NC(=O)OCc1ccccc1)Oc1ccc([N+](=O)[O-])cc1 (centres undefined) | 18 | 9 | 17 | 3 | 10 | 22
COc1cc(N=Nc2ccc(S(=O)(=O)O)cc2)ccc1N=Nc1c(O)ccc2ccccc12 | 10 | 58 | -4 | 17 | 23 | -2
CC(=O)Oc1ccc(-c2ccc(Br)cc2)cc1 | 96* | 98* | 98* | 98* | 98* | 89*
COC(=O)C1=C(C)NC(C)=C(C(=O)OC)C1c1cccc(/[N+]([O-])=C/c2ccccc2)c1 | 51 | 45 | 41 | 60 | 66 | 65
O=C1c2ccccc2C(=O)N1/N=N/N1C(=O)c2ccccc2C1=O | 98* | 96* | 98* | 99* | 97* | 97*
Cc1ccc(C)c(NC(=O)C(=O)Nn2c(=S)[nH]c3ccccc3c2=O)c1 | -10 | 21 | -17 | -10 | -5 | -12
Cc1ccc(C)c(-n2nnc3ccccc3c2=O)c1 | . | . | -33 | . | -13 | -7
CCC(C#N)NC1CCN(Cc2ccccc2)CC1 (centres undefined) | -2 | 6 | -23 | -8 | 6 | 1
C/C=C(/C)C(=O)O[C@H]1C[C@@H]2[C@@H](O)c3occ(C)c3C[C@]2(C)[C@@H](C)C1 | 92* | 90* | 92* | 91* | 90* | 91*
CC(=O)c1cccc2ccccc12 | 4 | -9 | 6 | -11 | -6 | -8
CC(C)N1CCC2(CC1)NNc1ncccc1-n1cccc12 | -25 | -3 | -11 | -8 | -6 | 0
Clc1cccc(N=C2CCCCC2)c1 | 10 | -7 | -16 | -22 | 10 | 19
Cc1ccc(NC(=O)/C(CC(=O)c2sc(Nc3ccc(Cl)c(Cl)c3)nc2C)=N\Nc2ccc([N+](=O)[O-])cc2[N+](=O)[O-])c(C)c1 | 94* | 97* | 98* | 97* | 97* | 98*
Cc1cc(O)c(Sc2c(O)cc(C)c(Cl)c2C)c(C)c1Cl | 1&-10 | -31&-59 | -4&17 | 24&5 | 15&4 | -17&-13
O=C(NCCCCCCCNC(=O)C12CC3CC(CC(C3)C1)C2)C12CC3CC(CC(C3)C1)C2 | 21 | 27 | 18 | -2 | 24 | 35
O=c1[nH]cc(Cl)cc1O | -1 | -41 | -3 | 13 | 5 | 0
O=C(CC(=O)N/N=C/c1ccc2c(c1)CCC2)N/N=C/c1ccc2c(c1)CCC2 | 13 | 16 | -1 | 8 | 15 | 8
COc1cc(CNC(=O)CCCCCCCCCCSSCCCCCCCCCCC(=O)NCc2ccc(O)c(OC)c2)ccc1O | -23 | 6 | -33 | -13 | -25 | -20
COc1cc(C=Nc2ccc(Cl)cc2)ccc1OC(=O)c1ccccc1 | -4 | 8 | -37 | -6 | 11 | 18

Going on with the list.
canonical_smiles | yeast sgs1 mgt1 | yeast cln2 rad14 | mec2-1 | yeast bub3 | mlh1 rad18 | yeast rad50
CS/N=C(\c1ccccc1)N1CCOCC1 | -5 | -21 | -6 | 4 | 5 | -38
COc1cccc(-n2cnc3c(=S)nc[nH]c32)c1 | 10 | -42 | -9 | -5 | 2 | 4
CC(C)(C)C(=O)O[C@H]1C=C[C@@H](O)[C@@H]2[C@H]1[C@@H]1C=C[C@H]2C1 | 67 | 12 | 42 | 56 | 53 | 28
C1=NCCCCCCCN=Cc2ccccc2NCCNc2ccccc21 | 20 | 32 | 24 | 38 | 45 | 29
CC(=O)Nc1cccc(O)c1 | 25 | -14 | 5 | -9 | 23 | 18
C/C(=N/NC(=O)C[N+](C)(C)C)C(CN(C)C)C(=O)Nc1ccccc1 (centres undefined) | -26 | -11 | -13 | -23 | -8 | -10
C=C1C(=O)OC2C1C(OC(=O)/C(C)=C/COC(C)=O)CC1(CO1)C1C(O)C=C(C)C21 (centres undefined) | -7 | 3 | 3 | -6 | 3 | -6

Screening data (PubChem)
